# High-throughput results: PubChem BioAssay, several laboratories
# Scp-1 inhibitor: inhibitors of human Scp-1 phosphatase | Q9GZU7 | inhibition, % at 20 µM | Recombinant Scp1, phosphopeptide, malachite green phosphate absorbance | actives 0.88% (n = 340,000);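 active = inhibition above about 50% at 20 µM, limit read from the data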;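 note: plate controls were DMSO wells with enzyme for no effect and wells lacking enzyme for full effect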
#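 System: truncated SCP-1 phosphatase (76-261aa); medium: Tris acetate buffer pH 5.5 with MgCl2 and Tween-20; incubation: 45 min room-temperature reaction, 5 min colour, 30 min stabiliser; compound: single 20 µM dose, 1% DMSO; reagent: Phosphorylated 17-residue peptide substrate; read-out: % inhibition at 20 µM; technique: colorimetric free-phosphate detection, absorbance 630 nm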
# CSN deneddyl inh: inhibitors of human CSN-mediated cullin deneddylation. Q92905. Purified CSN, SCF-Nedd8-OG deneddylation, fluorescence polarization. inhibition, % at 12.5 µM. actives 0.38% (n = 360,000). AID 651999;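 active = pattern-corrected inhibition above about 35%, with an unprinted fluorescence ratio check between 0.5 and 1.5, limit read from the data, passing the limit was not always enough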;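 note: 0% = enzyme with substrate and 100% = substrate without enzyme; some results filed as inactive read as strong as hits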
# Target sequence (Q92905 whole entry, looked up, one chain of several): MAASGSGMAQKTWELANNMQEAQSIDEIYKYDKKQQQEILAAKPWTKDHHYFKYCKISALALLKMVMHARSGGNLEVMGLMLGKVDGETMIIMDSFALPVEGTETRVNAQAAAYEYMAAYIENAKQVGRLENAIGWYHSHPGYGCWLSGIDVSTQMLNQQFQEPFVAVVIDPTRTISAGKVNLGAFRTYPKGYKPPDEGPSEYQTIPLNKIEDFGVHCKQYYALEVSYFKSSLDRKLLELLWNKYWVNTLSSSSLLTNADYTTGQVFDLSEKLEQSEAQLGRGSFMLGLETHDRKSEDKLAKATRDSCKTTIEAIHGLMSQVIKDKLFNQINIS
#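 assay system = purified human Csn5 enzyme expressed in HEK293T cells | amount = 0.24 nM enzyme | buffer or medium = Tris/NaCl/DTT buffer, pH 7.5 | reagent = 10 nM SCFSkp2-Nedd8OG | compound = one concentration, 12.5 µM, 0.25% DMSO | times = 90 min reaction at room temperature | signal = FP | read-out basis = % inhibition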
# SUMO1-SIM PPI: SUMO1-SIM interaction modulation | actives 0.33% (n = 360,000) | SUMO1 binding to a labelled peptide, TR-FRET, 1 h | inhibition, % at 20 µM | AID 602429; in the data active = inhibition above about 37%
# Target sequence (P63165 whole entry, looked up): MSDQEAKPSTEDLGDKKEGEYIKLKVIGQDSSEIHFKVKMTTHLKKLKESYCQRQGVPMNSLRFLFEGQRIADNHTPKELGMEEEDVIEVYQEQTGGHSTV
# Rpn11 block: blocks the human proteasome subunit Rpn11 | human 26S proteasome, Ub4-pepOG fluorescence polarization; 20S core pre-blocked with epoxomicin | calls only at 20 µM | actives 0.59% (n = 360,000) | AID 588493;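 active = inhibition at 20 µM, scaled to each plate's controls, above about 33%, limit read from the data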
# Target sequence (O00487 whole entry, looked up): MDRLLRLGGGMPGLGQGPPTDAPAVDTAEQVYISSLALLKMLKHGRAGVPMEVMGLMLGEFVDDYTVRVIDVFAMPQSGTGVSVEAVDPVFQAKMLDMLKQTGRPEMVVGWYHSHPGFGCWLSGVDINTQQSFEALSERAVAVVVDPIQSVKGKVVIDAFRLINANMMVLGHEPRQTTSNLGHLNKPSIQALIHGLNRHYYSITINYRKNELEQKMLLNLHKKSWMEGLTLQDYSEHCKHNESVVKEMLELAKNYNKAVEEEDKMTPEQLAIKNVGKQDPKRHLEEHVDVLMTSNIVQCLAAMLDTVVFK
# Tb MetRS inh: Trypanosoma brucei MetRS inhibition; AID 624268; purified T. brucei MetRS, ATP depletion, Kinase-Glo luminescence; actives 0.4% (n = 360,000); inhibition, % at 11.9 µM;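 active = inhibition above a per-plate cutoff of the control wells' mean inhibition plus 3 SD, cut at about 5.5% in these data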;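 note: 0% = DMSO wells median and 100% = median of wells with control inhibitor compound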
#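 Dosing: 11.9 µM single point; system: parasite MetRS enzyme; technique: luminescence of leftover ATP; times: 15 min enzyme-compound preincubation, 2 h reaction, 10 min detection, 25 °C; replicates: each compound tested once; read-out basis: percent inhibition relative to median high and low control wells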
# STEP inh: inhibitors of human striatal-enriched phosphatase STEP | recombinant STEP, OMFP fluorogenic substrate, fluorescence | inhibition, % at 20 µM | actives 0.25% (n = 360,000);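 active = inhibition at 20 µM, scaled per plate between control wells, above about 37%, limit read from the data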;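 note: 0% = DMSO with enzyme and substrate and 100% = substrate only without enzyme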
#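 medium = Bis-Tris buffer pH 6.0, 2.5 mM DTT, 0.005% Tween 20 | test system = STEP (striatal-enriched tyrosine phosphatase) enzyme, cell-free | measure = normalized % inhibition | compound dosing = 20 µM, 1% DMSO | also added = 25 µM OMFP | schedule = reaction 20 min, ambient temperature | measured by = fluorescence read at 480 nm ex / 540 nm em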
# MsrA inhibitor: inhibits bovine methionine sulfoxide reductase A | purified bovine MsrA, absorbance read-out | inhibition, % at 15.5 µM | actives 0.75% (n = 360,000); in the data active = inhibition above about 4.5%;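 note: 0% = vehicle wells with enzyme and 100% = reference inhibitor wells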
# LMPTP inh: blocks human LMPTP phosphatase; P24666; recombinant LMPTP-A, OMFP fluorogenic substrate, fluorescence intensity; inhibition, % at 20 µM; actives 0.22% (n = 360,000); AID 651560;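 active = compounds that cut the enzyme signal by at least half of the control window in the single-dose screen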;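 note: plate controls were DMSO wells with enzyme plus substrate for no effect and substrate without enzyme for full effect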
# Target sequence (P24666 whole entry, looked up): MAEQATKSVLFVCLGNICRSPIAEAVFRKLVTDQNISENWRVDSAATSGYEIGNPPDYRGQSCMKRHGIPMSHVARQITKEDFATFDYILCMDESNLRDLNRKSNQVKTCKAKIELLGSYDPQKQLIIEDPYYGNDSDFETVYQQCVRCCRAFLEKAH
#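 Test system: LMPTP-A phosphatase enzyme; input: 0.625 nM LMPTP-A final; reagent: OMFP substrate, 400 µM final; compound dosing: 20 µM single dose, 3% DMSO; incubation: 50 min dark incubation at room temperature; measured by: endpoint fluorescence intensity from OMFP dephosphorylation; measure: % inhibition relative to no-enzyme and uninhibited control wells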
# NadD block: inhibitors of Staphylococcus aureus NadD. purified NadD enzyme, colorimetric absorbance read-out. inhibition, % at 20 µM. actives 0.78% (n = 360,000). AID 602399; in the data active = inhibition above about 26%; note: some compounds past the cut are filed as inactive
# DNMT1 block: blocks human DNA methyltransferase DNMT1. AID 588458. inhibition (reported as % activation of signal), % at 10 µM. DNMT1 molecular beacon, Hinp1I cleavage, fluorescence. actives 0.83% (n = 360,000). P26358; in the data active = inhibition above about 50%
# Active calls of the source: *; i = inactive; x = not tested or not shown.
canonical_smiles	Scp-1 inhibitor	CSN deneddyl inh	SUMO1-SIM PPI	Rpn11 block	Tb MetRS inh	STEP inh	MsrA inhibitor	LMPTP inh	NadD block	DNMT1 block
Cc1ccc(S(=O)(=O)Nc2cc(C(F)(F)F)ccc2N2CCOCC2)c(C)c1	-7	-4	1	i	-0.9	1	0.1	2.1	-7	-1
Cc1cccc2sc(N(CCN(C)C)C(=O)c3ccc4ccccc4c3)nc12	0	4	-10	i	-0.6	-2	0.3	-0.7	-4	-2
S=C(Nc1ccc(Cl)cc1)N(CCCN1CCOCC1)Cc1cccs1	-9	1	2	i	-0.2	-3	-0.9	-1.9	-9	-2
Cc1ccc(C(=O)OCC(=O)Nc2cc(F)ccc2F)cc1NC(=O)c1ccco1	-7	2	3	i	0.2	-1	0.7	1.1	-1	-4
Cc1cc(S(=O)(=O)NCc2ccccc2)ccc1OCC(=O)NCC1CCCO1 (centres undefined)	-3	1	-4	i	-0.1	0	-0.4	-1.0	3	-3
CCCc1cc(=O)[nH]c(SCC(=O)Nc2ccc(S(=O)(=O)N3CCCC3)cc2)n1	-10	1	2	i	0.0	-2	0.0	-0.3	4	0
Cc1cccc(NC(=O)CS(=O)(=O)c2cn(CC(=O)N3CCOCC3)c3ccccc23)c1	2	1	-1	i	-0.8	-1	-1.4	-0.8	-5	2
CSc1ccc(/C=N/N2CCN(Cc3ccccc3)CC2)cc1	-5	-4	-4	i	0.8	3	0.3	0.6	3	-2
N#CC(C(=O)NC1CCCCC1)=C1CCCCCC1	-2	-5	1	i	0.6	-1	0.1	-1.4	-2	-3
CC(Oc1ccccc1)C(=O)Nc1ccc(NC(=O)c2ccccc2)cc1 (centres undefined)	-8	2	5	i	0.1	0	-1.2	-1.7	1	7
COCCSc1nc2c(c(=O)[nH]c(=O)n2C)n1Cc1cccc(C)c1	-6	5	5	i	-0.4	-2	0.9	-0.1	2	2
CCOC(=O)c1c(C)[nH]c(C)c1C(=O)COC(=O)c1ccc(S(=O)(=O)N(CC)CC)cc1	-13	1	-2	i	-1.2	1	-1.3	1.4	-11	0
Cc1c(C(C)C)c(=O)n(-c2ccc(S(=O)(=O)NC3CCCCC3)cc2)n1C	-1	-8	2	i	-0.9	-3	0.3	-0.6	1	0
COCCCNS(=O)(=O)c1ccc(OC)c(Cl)c1Cl	8	3	1	i	0.3	0	-0.9	0.4	-2	1
Cc1ccc(OCc2nnc(SCc3ccc(C#N)cc3)n2-c2ccc(C)cc2)cc1	6	-2	-1	i	-1.5	0	-1.3	4.8	2	-4
CCOC(=O)c1ccc(N2C=C(C(=O)OC)C(c3cccc(O)c3)C(C(=O)OC)=C2)cc1	-14	3	-13	i	-0.2	1	0.3	1.2	-8	-5
COc1cc(CC(=O)O)ccc1OCc1ccccc1	-8	0	8	i	-1.5	-2	0.4	-0.7	-2	6
CCCc1ccc(OCc2ccc(C(=O)N3CCSCC3)o2)cc1	-12	-2	1	i	-0.7	2	-0.4	-0.1	-6	6
COC(=O)c1cc(C(=O)Nc2nnc(CC(C)(C)C)s2)cc([N+](=O)[O-])c1	0	1	-23	i	-1.2	4	1.5	-0.9	3	1
Cc1ccccc1-c1nc(CS(=O)(=O)CC(=O)NC2CCCC2)c(C)o1	-5	4	8	i	0.7	8	1.6	-0.5	1	2
CCC1(c2ccc(F)cc2)NC(=O)N(CC(=O)N2CC(=O)Nc3ccccc32)C1=O (centres undefined)	-8	4	1	i	-0.1	4	0.0	-1.5	-4	9
CCOC(=O)C1=C(C(C)=O)C(c2cccnc2)C(C#N)=C(N)O1 (centres undefined)	-7	-4	-6	i	-0.8	-6	0.9	0.6	-3	-9
O=c1c2[nH]cnc2n(-c2ccc(F)cc2)c(=O)n1Cc1ccccc1	-3	-2	3	i	-1.0	-1	-0.1	-0.1	-4	1
CCOC(=O)c1[nH]c2ccccc2c1NC(=S)Nc1cc(C)ccc1C	-2	-1	-9	i	-0.1	-2	-1.5	0.7	-2	-4
Cc1cc(Cl)ccc1OCC(=O)N1CCN(c2ncccn2)CC1	-11	0	2	i	0.7	0	0.3	-0.3	7	-7
Cn1c(=O)c2[nH]c(CNCc3ccccc3Cl)nc2n(C)c1=O	-9	-4	10	i	0.1	0	0.8	-0.8	5	1
COCCC1CCCCN1Cc1cn(-c2ccccc2)nc1-c1ccc2c(c1)OCO2 (centres undefined)	0	0	-1	i	-0.6	-3	1.3	-1.1	-5	0
O=S1(=O)N=C(N2CCOCC2)c2ccccc21	-4	-2	0	i	-2.2	-4	-1.2	-0.9	5	-1
CCOP(=O)(OCC)c1nc(-c2cccc3ccccc23)oc1NCCc1ccc(OC)cc1	-14	-3	-1	i	-0.3	-2	1.1	5.0	3	-11
C=CCNC(=O)NC(=S)c1ccccc1	-6	1	3	i	-0.5	-1	0.2	-1.0	2	1
Cc1ccc(CCNC(=O)CN2C(=O)COc3ccc(S(=O)(=O)N4CCC(C)CC4)cc32)cc1	1	-6	0	i	0.3	0	0.1	1.4	-9	0
O=C(c1cc2cc([N+](=O)[O-])ccc2oc1=O)N1CCOCC1	4	-4	-19	i	-0.1	1	0.3	0.5	0	-1
COc1ccc(CCN2C(=O)CS/C2=N\NC(=O)c2ccc(C(C)(C)C)cc2)cc1OC	-5	-2	2	i	-0.7	-2	0.2	-1.0	-2	-5
CCOc1ccc(NC(=O)c2ccccc2NC(=O)CN2CCCCCC2)cc1	-7	6	2	i	-0.2	3	-1.7	-0.9	-3	-3
COc1ccccc1CNC(=O)c1ccc(NC(=O)CC2SC(N3CCCC3)=NC2=O)cc1 (centres undefined)	-10	-2	-3	i	-0.2	3	-0.2	-0.7	3	4
COc1cccc(NC(=O)c2oc3ccccc3c2NC(=O)c2ccc3c(c2)OCO3)c1	-15	3	-3	i	-0.7	-2	2.0	3.0	4	0
COc1cc(/C=C/C(=O)N(C)c2ccccc2C(=O)O)cc(OC)c1OC	-5	6	-1	i	0.3	-3	1.6	-1.4	-1	0
COc1ccccc1NC(=O)NNC(=O)C(C)Oc1ccc2ccccc2c1 (centres undefined)	-8	2	3	i	0.1	-5	0.1	0.1	-1	0
O=C(OCC(=O)N(CCc1ccccc1)Cc1ccccc1)c1cccc(S(=O)(=O)N2CCOCC2)c1	-10	-4	1	i	-0.2	1	0.7	3.9	-5	2
COc1ccccc1N1CCN(c2nnc(-c3ccc(F)cc3)c3ccccc23)CC1	-6	-3	-4	i	-1.3	4	-0.9	0.3	9	1
Cc1ccc(NS(=O)(=O)c2ccc(C(=O)NNC(=O)c3ccccc3O)cc2)cc1	-12	0	24	i	0.1	-1	0.9	0.1	-1	-1
Cc1cccc(C2NC(=O)c3c(sc(C)c3C)N2)c1O (centres undefined)	2	0	6	i	-0.4	1	-0.3	-0.2	1	-3
COc1ccc2[nH]c3c(=O)n(CCCCC(=O)NCCC(C)C)c(=S)[nH]c3c2c1	-21	-11	-1	i	-0.4	2	-0.2	-0.3	3	20
Cc1cc([N+](=O)[O-])ccc1NC(=O)Nc1ccc(F)cc1F	-15	2	-12	i	-0.3	0	1.1	2.6	2	-1
O=C1CCC(=O)N1c1ccc(S(=O)(=O)N2CCCC2)cc1	-1	-1	-4	i	-0.3	-1	-0.2	-0.6	-8	0
Cc1ccc(N2CC(C(=O)N3CCOCC3)CC2=O)cc1Cl (centres undefined)	-3	-1	3	i	-0.2	-1	0.4	0.6	-1	1
Cn1c(CN2CCCCC2)c(C#N)c2ccccc21	-2	-3	-2	i	-0.1	-4	x	-1.9	0	2
Cc1ccccc1OCC(=O)NCCS(=O)(=O)N1CCN(c2ccc(F)cc2)CC1	2	-13	2	i	-0.4	2	-0.1	0.0	0	-2
C/C(=N\NC(=O)c1ccc(NS(=O)(=O)c2cccs2)cc1)c1ccncc1	-5	0	3	i	-0.4	-4	2.2	-0.7	-7	-6
CC(=O)C(=Cc1ccc(O)cc1)C(C)=O	-8	0	-1	i	-0.6	0	2.4	-1.1	-4	-3
CS(=O)(=O)n1nc(C(=O)N2CCOCC2)nc1N	-4	1	3	i	-0.7	0	-0.3	-0.1	3	6
CC(=O)NCCCc1nc2ccccc2n1Cc1ccc(C)cc1	-3	-5	-1	i	-0.1	-3	-0.4	0.5	2	6
COc1cc(C(=O)NC2CCCc3c2cnn3-c2ccccc2F)cc(OC)c1OC (centres undefined)	-5	1	2	i	-0.6	-2	-0.2	0.9	-5	-1
C[C@H]1COC(=O)[C@H](CC(=O)OC(C)(C)C)C/C=C\C[C@H](CC(=O)N(CCO)Cc2ccccc2)C(=O)N1	-14	0	-4	i	-0.2	-2	-0.6	-1.0	-10	2
NC(=O)c1ccsc1NC(=O)C1CCCN1S(=O)(=O)c1ccc(Cl)cc1 (centres undefined)	-4	0	1	i	0.0	1	0.3	-0.2	-5	4
Cc1cc(C)cc(NC(=O)CC2NCCNC2=O)c1 (centres undefined)	-4	2	-2	i	-1.6	-2	-0.2	-0.1	-2	4

# (more compounds)
canonical_smiles	Scp-1 inhibitor	CSN deneddyl inh	SUMO1-SIM PPI	Rpn11 block	Tb MetRS inh	STEP inh	MsrA inhibitor	LMPTP inh	NadD block	DNMT1 block
CCOC(=O)c1c(N)nn(C(=O)c2ccccc2)c1-c1ccccc1	-4	-1	1	i	-0.8	-2	-0.1	1.6	-3	2
Cc1nn(Cc2ccc([N+](=O)[O-])cc2)c(=O)n1-c1ccc(Cl)cc1	-7	-5	-11	i	-0.7	-2	0.5	1.9	0	2
CCOC(=O)N1CCN(C(=O)CCN2C(=O)COc3ccc(C)cc32)CC1	4	-2	-3	i	-2.2	-2	1.1	-0.4	4	1
O=c1c(Cc2c(F)cccc2Cl)c(O)ccn1CCCn1ccnc1	-7	-6	0	i	0.5	-1	-0.6	-0.5	-2	0

# The order is random; about 3.9% have a hit in one of these screens.
